From PubChem BioAssay
FEN1 inh: blocks human flap endonuclease 1 | Potency, µM (top dose mostly 114 µM), for the others: top-dose activity change, negative = inhibition, hits mostly inhibitors | hit rate 0.35% among 390,000 | Recombinant FEN1 flap cleavage, fluorescence, 15 min; further: nearly all actives have a fitted effect of over 65% in size
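Concentration–response screening of FEN1 (10 nM): 15 min compound preincubation at room temperature, reaction started with 50 nM substrate and read at 0 and 15 min. Corrected, normalized data were fitted by a four-parameter Hill equation.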
DT40 TDP1 CPT: growth inhibition of DT40 Tdp1-/-;hTDP1 cells with camptothecin (screen for TDP1 inhibitors). Potency, µM (highest dose often 46.2 µM), for inactives: top-dose activity change, negative = growth inhibition, actives largely listed as inhibitors. hit rate 12% among 420,000. chicken DT40 Tdp1-/-;hTDP1 cells + 20 nM CPT, ATP luminescence, 48 h; further: nearly all actives have a fitted effect of over 55% in size
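Chicken DT40 Tdp1-/- cells stably complemented with human TDP1 were seeded at 400 cells/well in medium containing 20 nM camptothecin, exposed to pin-transferred compounds, and grown at 37 °C for at least 48 hr. Viability was read as ATP luminescence.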
GCN5L2 inh: GCN5L2 (KAT2A) acetyltransferase inhibition; Q92830; GCN5L2 HAT assay, ThioGlo1 CoA-SH fluorescence; Potency, µM (doses to about 58.9 µM), without a hit: top-dose activity change, negative = inhibition, actives largely listed as inhibitors; hit rate 0.21% among 390,000
Target sequence (Q92830 whole entry, looked up): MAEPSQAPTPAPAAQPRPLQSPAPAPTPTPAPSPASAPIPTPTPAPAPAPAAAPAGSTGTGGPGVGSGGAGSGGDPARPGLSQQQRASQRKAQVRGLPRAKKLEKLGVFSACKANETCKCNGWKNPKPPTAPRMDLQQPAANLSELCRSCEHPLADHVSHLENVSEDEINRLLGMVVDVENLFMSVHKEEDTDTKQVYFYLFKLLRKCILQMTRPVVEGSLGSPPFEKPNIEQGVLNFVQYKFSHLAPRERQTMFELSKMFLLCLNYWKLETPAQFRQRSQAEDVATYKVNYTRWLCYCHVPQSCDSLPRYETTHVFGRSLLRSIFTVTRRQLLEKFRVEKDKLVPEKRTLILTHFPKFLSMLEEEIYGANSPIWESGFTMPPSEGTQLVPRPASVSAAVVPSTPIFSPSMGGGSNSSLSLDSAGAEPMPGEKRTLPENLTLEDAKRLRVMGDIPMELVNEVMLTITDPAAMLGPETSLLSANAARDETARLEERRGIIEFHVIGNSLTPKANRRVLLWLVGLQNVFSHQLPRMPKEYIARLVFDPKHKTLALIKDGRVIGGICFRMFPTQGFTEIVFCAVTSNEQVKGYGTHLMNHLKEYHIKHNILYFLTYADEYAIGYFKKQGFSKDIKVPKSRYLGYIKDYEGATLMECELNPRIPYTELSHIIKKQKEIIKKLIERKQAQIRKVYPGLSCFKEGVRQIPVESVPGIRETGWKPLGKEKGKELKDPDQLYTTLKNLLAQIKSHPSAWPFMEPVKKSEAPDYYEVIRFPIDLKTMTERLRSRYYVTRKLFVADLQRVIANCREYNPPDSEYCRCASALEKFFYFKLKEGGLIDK
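Titration-based screen in which CoA formation is detected via maleimide probe ThioGlo1 (50uM) turning fluorescent on thiol reaction; substrates H3(1-25) 75uM and acetyl-CoA 70uM, GCN5L2 20nM, 20 min incubation at room temperature.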
* hit, by the source's call; ? = inconclusive; · = not tested or not shown; & = joins results of further samples. The call rests on the fitted dose curve; in most records, active means well fitted curve in the direction sought with a large enough effect; inconclusive means small, poorly fitted or top-dose-only effect, or another doubt; inactive means no such curve, though single readings can be large; an effect the other way counts as inactive or inconclusive. On the % scale 0 is the no-effect control and ±100 the full control effect; potency means the concentration at half of the fitted maximal effect. Some of the compounds tested; rates above refer to the full screens.

SMILES | FEN1 inh | DT40 TDP1 CPT | GCN5L2 inh
CC(C)/C(O)=C1/C(=O)OC(c2ccoc2)[C@@]2(C)C(O)C(O)[C@@]34OC5(C)OC67CC(C)(C(O)[C@@]6(O)C(O)[C@@]3(O5)C12)C(CC(=O)O)[C@@]74C (stereo partly specified) | · | 10% | -13%
COc1ccc(NC(=O)N2CCC3(CC2)CCN(C(=O)c2cccc(F)c2)CC3)cc1 | · | 4% | 14%
Cc1ccc(O)c(C(CC(=O)N2CCCC2)c2ccccc2)c1 (stereo unspecified) | 31% | ? | 1%
Fc1cc2nccnc2cc1N1CCSCC1 | -15% | -20% | -2%
COc1ccccc1C(=O)Oc1ccccc1C(=O)Nc1ccccc1 | -6% | ? | -3%
CCOC(=O)C1=C(CN2CCOCC2)NC(=O)NC1c1cccc([N+](=O)[O-])c1 (stereo unspecified) | 2% | 8% | 0%
COc1ccc(-c2cc(=O)n(-c3nc4ccccc4[nH]3)[nH]2)cc1 | 9% | 35µM* | ?
Cc1ccc(S(=O)(=O)N(CC(=O)NCC2CCCO2)c2cccc([N+](=O)[O-])c2)cc1 (stereo unspecified) | -3% | -12% | -12%
S=C(Nc1cccc2ccccc12)N1CCN(c2ncccn2)CC1 | -6% | -22% | 3%
Cc1ccc(-c2nc(CN3CCCCC3CCN3CCCC3=O)c(C)o2)o1 (stereo unspecified) | -3% | 17% | 0%
COc1c(Cl)cc(-c2noc(C)c2C(=O)NCCc2ccc(C)cc2)cc1Cl | -15% | -1% | -6%
S=C(Nc1ccc2nsnc2c1)N1CCCCCC1 | 1% | -23% | -1%
C/C(=N/NS(=O)(=O)c1ccc(F)cc1)c1ccncc1 | -7% | -23% | -6%
C[C@]12c3[nH]c4cc(-c5ccco5)ccc4c3CCN1C(=O)[C@@H](CC(=O)NCCCn1ccnc1)C[C@@H]2C(=O)N1CCOCC1 | -1% | -26% | -2%
Cc1ccc(Cn2c(C)nc3c(c2=O)c2nc4ccccc4nc2n3Cc2ccco2)cc1 | -15% | 26µM* | ?
CCC(C)C(NC(=O)OCc1ccccc1)C(=O)NCC(c1ccccc1)N(C)C (stereo unspecified) | 9% | 3% | 2%
CCN(CC)C(=O)[C@H]1C[C@H](CC(=O)NCC23CC4CC(CC(C4)C2)C3)C(=O)N2CCc3c([nH]c4cc(CCC(=O)N(C)C)ccc34)[C@]12C | -10% | 21µM* | -5%
Cc1[nH]nc2c1C(C(C)c1ccccc1)C(C#N)=C(N)O2 (stereo unspecified) | -4% | ? | -3%
O=C(NCCN1C(=O)S/C(=C\c2ccccc2F)C1=O)C1=COCCO1 | 32% | ? | 1%
COc1ccccc1OCCC(=O)OCC(=O)Nc1cc(S(=O)(=O)N(C)C)ccc1Cl | 10% | ? | -2%
O=C(Nc1cccc(F)c1)c1ccc2c(c1)OCO2 | -2% | ? | -5%
Cc1ccccc1C(=O)Nc1cccc(OCc2cc(=O)n3cccc(C)c3n2)c1 | 19% | ? | -1%
CSc1cccc(NC(=O)Cc2ccccc2[N+](=O)[O-])c1 | -4% | 5% | -4%
CC1=C(C(=O)Nc2ccccc2C)C(c2ccccc2)NC(=O)N1 (stereo unspecified) | 9% | 0% | -1%
CC(NC(=O)c1ccco1)C1CCCO1 (stereo unspecified) | -6% | -30% | -21%
Further records follow.
SMILES | FEN1 inh | DT40 TDP1 CPT | GCN5L2 inh
N#CC(C#N)=C(N)/C(C#N)=C/c1ccc2[nH]ccc2c1 | · | ? | -22%&-9%
COc1ccc(N2CC(C(=O)N3CCN(C)CC3)CC2=O)cc1 (stereo unspecified) | 7% | 4% | 1%
COCC(=O)N1CCC(Oc2ccc(C(=O)N[C@H](C(=O)OC)C(C)C)cc2)CC1 | 0% | -6% | 1%
CCNC(=S)N/N=C(\C)c1cc2ccccc2o1 | -15% | ? | -3%
COc1ccc(OC)c(C(=O)Nc2c(O)ccc3ccccc23)c1 | -10% | 21µM* | ·
COc1ccc(CNC(=O)CN(C)CC(=O)Nc2ccccc2Br)cc1 | -6% | -14% | -3%
CCOc1ccc(S(=O)(=O)Nc2ccc(S(=O)(=O)Nc3cc(OC)ccc3OC)cc2)cc1 | -9% | -2% | -3%
CC1=NN(C(=O)c2ccc(Cn3nc(C)cc3C)o2)C(O)(C(F)(F)F)C1 (stereo unspecified) | -7% | 1.3µM* | -9%
O=C(OCC(=O)c1ccc(Cl)s1)c1ccc2ccccc2n1 | 0% | 7% | -7%
CCN(CC)S(=O)(=O)c1ccc2c(c1)N(CC(=O)NCc1ccccc1)C(=O)CS2 | -13% | ? | 1%
CCN1CCN(C(=S)NCc2ccc(C)cc2)CC1 | -6% | 2% | 25%
Cc1cc(=O)oc2cc(OCC(=O)NCCCN3CCCC3=O)ccc12 | -2% | 19% | -5%
O=C(CN1CCN(C(c2ccccc2)c2ccccc2)CC1)NC(=O)NCc1ccco1 | -5% | 21µM* | -10%
CCC1CCCCN1C(=O)CSc1nc2c([nH]c3ccccc32)c(=O)n1C (stereo unspecified) | -11% | 18µM* | 0%
C/C(=N\NC(=O)C(N)=O)c1ccc2c(c1)OCCO2 | -7% | 14% | -4%
O=C(NCc1cccc(C(F)(F)F)c1)c1cc(-c2ccccc2)nn1CC1CC(c2cccnc2)=NO1 (stereo unspecified) | 0% | -25% | ·
COc1ccccc1C1C(C#N)=C(N)Oc2c1oc(CO)cc2=O (stereo unspecified) | 2% | -11% | -5%
OC(c1ccc(Cl)cc1)C(CN1CCOCC1)c1ccccc1 (stereo unspecified) | -5% | -26% | -2%
COc1ccc(/C=C2\Cc3ccccc3C2=O)cc1OC | ? | -19% | -25%
O=C(c1cccs1)N1CCN(c2nnc(-c3ccccc3)c3ccccc23)CC1 | 3% | ? | ?
COc1cccc(C(=O)Nc2ccc(NC(=O)C3CC3)cn2)c1 | 0% | -18% | -7%
Cc1ccc(NC2CCCN(C(=O)c3ccc(F)cc3)C2)cc1C (stereo unspecified) | -13% | ? | -21%
Cc1nnsc1S(=O)c1ccc(Br)cc1 (stereo unspecified) | -2% | 18µM* | -15%
COc1cccc(C(=O)N(Cc2nc(-c3ccc(Cl)cc3)no2)C(C)C)c1OC | -24% | 18µM* | -9%
O=C(COC(=O)[C@H](Cc1ccccc1)NC(=O)c1ccco1)NCc1ccccc1 | -13% | -4% | -2%
(continued)
SMILES | FEN1 inh | DT40 TDP1 CPT | GCN5L2 inh
Cc1ccc(C2N(c3cccc(Cl)c3)C(=O)C3CCCN32)o1 (stereo unspecified) | 23% | -24% | -5%
CC(C)n1c(CNC(=O)c2ccccc2)nc2ccccc21 | -3% | 1% | -5%
CNC(=O)c1[nH]cnc1C(=O)NCC(=O)OC(C)(C)C | -14% | 1% | -2%
COc1ccc(CN2CCCCC2C(=O)Nc2ccc(OC)c(OC)c2)cc1OC (stereo unspecified) | 6% | -3% | -2%
O=C(COC(=O)[C@@H]1CCCN1S(=O)(=O)c1ccc(Cl)cc1)NC1CC1 | 2% | -4% | 1%
O=C(CCn1c(=O)sc2ccccc21)Nc1nccs1 | -8% | -21% | -8%
C[C@H](NC(=O)c1nc[nH]c1C(=O)N[C@@H](CCCCNC(=O)OC(C)(C)C)C(=O)OC(C)(C)C)C(=O)OCc1ccccc1 | ? | ? | ?
CCOC(=O)c1cc2c(ccn2C)n1CC(=O)N1C(C)CCCC1C (stereo unspecified) | -3% | 5% | 0%
CCCCn1nc(C(=O)NC2=NCCS2)c2ccccc2c1=O | -16% | 2% | -12%
CCCCNC(=O)CCC(=O)Nc1ccc2nc(N3CCCCC3)cc(C)c2c1 | -1% | ? | -6%
O=c1oc2ccccc2c(NC2CCCCC2)c1NS(=O)(=O)c1ccc(F)c(Cl)c1 | -4% | 5% | -21%
Cc1[nH]c(C)c(S(=O)(=O)Nc2ccccc2)c1C(=O)N1CCCC1 | -3% | 2% | -2%
O=C1C2CC=C(Cl)CC2C(=O)N1CCc1ccccc1 (stereo unspecified) | -12% | -8% | -14%
COC(=O)N1CCC2(CCCN(C(=O)Nc3cccc(C#N)c3)C2)CC1 | · | 1% | -9%
CCc1ccc(S(=O)(=O)c2c(C(=O)c3ccccc3)cnc3ccc(CC)cc23)cc1 | -7% | 15µM* | -5%
Cc1onc(-c2ccccc2)c1C(=O)Nc1nnc(C(C)(C)C)s1 | -3% | -6% | 0%
CC(Cc1ccccc1)NC(=O)/C=C/c1ccc([N+](=O)[O-])cc1 (stereo unspecified) | 0% | 26µM* | -2%
CN(C)c1ccc(C(=O)NNC(=O)Nc2ccccc2)cc1 | 15% | 4% | -9%
CN(C)C(CNC(=O)C1CCN(S(=O)(=O)c2ccc(Cl)cc2)CC1)c1ccccc1 (stereo unspecified) | -1% | 5% | 2%
Cc1ccccc1CC1(CO)CCCN(C(=O)CCC(F)(F)F)C1 (stereo unspecified) | 1% | 0% | -5%
Cc1ccc(C(=O)Nc2ccc(F)cc2)cc1S(=O)(=O)N1CCOCC1 | -9% | ? | 2%
COc1cc(C(=O)OCC(=O)Nc2ccc(S(=O)(=O)NC3=NCCCCC3)cc2)cc(OC)c1OC | -10% | -29% | -3%
O=C(Nc1ccccc1)NC1CCCCCCC1 | 3% | ? | ·
Cc1c(CC(=O)O)c(=O)oc2cc3oc4c(c3cc12)CCCC4 | -5% | -15% | -23%
CCOC(=O)C(NC(=O)c1ccccc1)(OCC1(CC)COC1)C(F)(F)F (stereo unspecified) | -7% | -3% | 0%
Following part
SMILES | FEN1 inh | DT40 TDP1 CPT | GCN5L2 inh
COc1ccc(C(=O)O)nc1C | -8% | 5% | -11%
CCOc1ccccc1C(=O)OCC(=O)NCCc1ccc(OC)cc1 | -9% | 3% | -6%
COc1ccc(C(=O)/C=C\N2CCOCC2)cc1 | -11% | -25% | ?
CC(C)[C@H](NC(=O)NC1CCN(Cc2ccccc2)CC1)C(=O)O | 1% | -15% | -2%
CC1CN(C(=O)C2CC(=O)N(c3ccc(Cl)cc3)C2)CC(C)O1 (stereo unspecified) | 17% | -25% | -5%
CCOC1=C/C(=C/c2c(N)n3nc(-c4ccccc4)sc3nc2=O)C=CC1=O | -29% | -27% | -9%
O=C(NCCCNC(=O)c1ccc(-c2cc(Cl)ccc2Cl)o1)c1cnccn1 | 12% | ? | -3%
Clc1ccc(Cl)c(Oc2ccc(Oc3nc(Cl)ccc3Cl)cc2)n1 | 6% | -23% | 2%
COc1ccc(CNC(=O)CSc2ccsc2[N+](=O)[O-])cc1 | -11% | ? | -6%
Cc1cc(N2CCN(C)CC2)nc2ccc(NC(=S)NCCCN3CCc4ccccc4C3)cc12 | 5% | ? | -2%
COc1ccc(-c2nc(N)nc(C(F)(F)F)c2-c2cscn2)c(O)c1 | -2% | 0% | 1%
COc1ccc(CCn2c(=N)c(C(=O)NCC3CCCO3)cc3c(=O)n4cccc(C)c4nc32)cc1 (stereo unspecified) | -5% | ? | -8%
Cc1cccc(NC(=O)C2CCCN(S(=O)(=O)c3cccc4nsnc34)C2)n1 (stereo unspecified) | 9% | -19% | -2%
O=C(CSc1ccccc1C(=O)O)Nc1cccc(C(=O)O)c1 | -6% | -2% | 1%
Cc1ccccc1-n1c(C)nnc1SC(C)C(=O)NCc1ccco1 (stereo unspecified) | -1% | -21% | ·

Shown with values under each structure: part of the list above.
Order of results – FEN1 inh	DT40 TDP1 CPT	GCN5L2 inh
CCOc1ccccc1C(=O)OCC(=O)NCCc1ccc(OC)cc1
→ -9%	3%	-6%
COc1ccc(C(=O)/C=C\N2CCOCC2)cc1
→ -11%	-25%	?
CC(C)[C@H](NC(=O)NC1CCN(Cc2ccccc2)CC1)C(=O)O
→ 1%	-15%	-2%
CC1CN(C(=O)C2CC(=O)N(c3ccc(Cl)cc3)C2)CC(C)O1 (stereo unspecified)
→ 17%	-25%	-5%
CCOC1=C/C(=C/c2c(N)n3nc(-c4ccccc4)sc3nc2=O)C=CC1=O
→ -29%	-27%	-9%
O=C(NCCCNC(=O)c1ccc(-c2cc(Cl)ccc2Cl)o1)c1cnccn1
→ 12%	?	-3%
Clc1ccc(Cl)c(Oc2ccc(Oc3nc(Cl)ccc3Cl)cc2)n1
→ 6%	-23%	2%
COc1ccc(CNC(=O)CSc2ccsc2[N+](=O)[O-])cc1
→ -11%	?	-6%
Cc1cc(N2CCN(C)CC2)nc2ccc(NC(=S)NCCCN3CCc4ccccc4C3)cc12
→ 5%	?	-2%
COc1ccc(-c2nc(N)nc(C(F)(F)F)c2-c2cscn2)c(O)c1
→ -2%	0%	1%
COc1ccc(CCn2c(=N)c(C(=O)NCC3CCCO3)cc3c(=O)n4cccc(C)c4nc32)cc1 (stereo unspecified)
→ -5%	?	-8%
Cc1cccc(NC(=O)C2CCCN(S(=O)(=O)c3cccc4nsnc34)C2)n1 (stereo unspecified)
→ 9%	-19%	-2%
O=C(CSc1ccccc1C(=O)O)Nc1cccc(C(=O)O)c1
→ -6%	-2%	1%
Cc1ccccc1-n1c(C)nnc1SC(C)C(=O)NCc1ccco1 (stereo unspecified)
→ -1%	-21%	·
